NOD1 inhibition – NOD1 signaling inhibitors, primary screen, cell-based, luminescence, uHTS (AID 1578). NOD1-driven NF-kB luciferase reporter cells, luminescence; higher % means a stronger effect. hit rate 1% among 290,000. inhibition, % at 4 µM; hits with a dose series show EC50 in µM; in the data active means inhibition mostly above about 36%, no sharp cut-off; inactive means mostly below about 34%;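 further: HEK-293T reporter cells stimulated with the NOD1 agonist gamma-tri-DAP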
AID2073 – inhibitors of Mint1-CaV2.2 protein interaction, biochemical, HTRF (AID 2073); HTRF protein-protein interaction, Mint1-CaV2.2; higher % means a stronger effect; one-dose inhibition, % at 20 µM; IC50 in µM for titrated hits; hit rate 0.19% among 290,000; in the data active means inhibition mostly above about 51%, no sharp cut-off; inconclusive means no clear call, values can overlap the other calls; inactive means mostly below about 53%; further: some results filed as inactive read as strong as hits
KOR beta-arrestin-1 – kappa opioid receptor blockers – cell-based, luminescence, uHTS (AID 1778); KOR beta-arrestin recruitment, luminescence, antagonist mode; higher % means a stronger effect; inhibition, % at 10 µM; hits with a dose series show IC50 in µM; hit rate 0.091% among 290,000; further: strong numbers were not always called active
HIV fusion peptide – inhibitors of HIV fusion peptide binding, primary screen, biochemical, uHTS, fluorescence dequenching (AID 1986); inhibition, % at 20 µM; hits with a dose series show IC50 in µM; cell-free peptide binding, fluorescence dequenching, 30 min; higher % means a stronger effect; hit rate 0.3% among 290,000; in the data active means inhibition mostly above about 52%, no sharp cut-off; inactive means mostly below about 76%; further: some results filed as inactive read as strong as hits
West Nile antiviral – inhibition of WNV-induced cytopathic effect – cell-based, CPE readout (AID 1621). CPE inhibition, % at 10 µM, or IC50 in µM where a hit was titrated. West Nile virus-infected cells, CPE inhibition; higher % means a stronger effect. hit rate 0.02% among 290,000; in the data active means a potency from the dose series; inconclusive means CPE inhibition mostly from about 3.7% at the one dose, without a potency; inactive means the rest, 99 in 100 with CPE inhibition below about 2.2%; further: strong numbers were not always called active
Dengue-2 NS5 capping – flavivirus cap methylation enzyme inhibition – biochemical, confirmation dose response, primary screen (AID 588689); Dengue-2 NS5 methyltransferase capping enzyme assay, biochemical; higher % means a stronger effect; inhibition, % at 25 µM; hits with a dose series show IC50 in µM; hit rate 0.3% among 340,000; in the data active means a potency from the dose series; inconclusive means inhibition above about 29% without an active follow-up result
HEK293 NOD2/NF-kB – NOD2 signaling inhibitors, cell-based, luminescence, uHTS, HEK293 (AID 1566); HEK293 NOD2/NF-kB luciferase reporter, luminescence; higher % means a stronger effect; one-dose inhibition, % at 4 µM; EC50 in µM for titrated hits; hit rate 0.63% among 290,000; further: many of its hits are not listed in these tables
Yfh1-off respiration – enhancers of respiration in Yfh1-depleted yeast, dose response, Friedreich's ataxia, plus single-dose screen (AID 1465). hit rate 0.074% among 220,000. S. cerevisiae Yfh1-off respiration, WST-1 reduction, 72 h; higher fold induction means a stronger effect. one-dose fold induction at 50 µM; EC50 in µM for titrated hits;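 active means fold induction of absorbance versus untreated yeast above a set limit, then at least 30% activation at any dose in follow-up; inconclusive means repeats straddling the limit, or above it without dose testing; inactive means fold induction below the set limit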;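 further: activators that raise dye reduction in frataxin-depleted yeast; strong numbers were not always called active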
KOR beta-arrestin-2 – KOR agonists, beta-arrestin recruitment, primary screen, cell-based, luminescence, uHTS (AID 1777); KOR beta-arrestin recruitment, luminescence; higher % means a stronger effect; hit rate 0.02% among 280,000; activation, % at 10 µM; hits with a dose series show EC50 in µM; in the data active means activation above about 50%, passing the limit was not always enough; further: a part of the inactive calls stands beside numbers as strong as those of hits
Dengue-2 NS5 capping pilot replicate – recorded beside Dengue-2 NS5 capping, whose call it bears; inhibition, %; measured here: pilot screen replicate inhibition
The depositor's hits bear a star; i = inactive; ? = inconclusive; nt = not tested or not shown; [ ] = remark or other dose. Unless noted, no stated cut-off is given here; in the data, active means inhibition above about 50%; inactive means the rest.

SMILES	NOD1 inhibition	AID2073	KOR beta-arrestin-1	HIV fusion peptide	West Nile antiviral	Dengue-2 NS5 capping	HEK293 NOD2/NF-kB	Yfh1-off respiration	KOR beta-arrestin-2	others
CCN(CC)c1ccc(Nc2nc(N3CCOCC3)c3ccccc3n2)cc1	45%	2%	-28%	-3.4%	2.8%	12%	26%	i	1.2%	Dengue-2 NS5 capping pilot replicate=2.1
Cc1cc(C)n(CC(=O)NC2C(=O)N3C(C(=O)O)=C(CSc4nnc(C)s4)CSC23)n1 (configuration not stated)	-2%	17%	1%	11%	-0.2%	20%	-4%	i	-2.0%
O=C(Nc1ncc2c(n1)CC(c1ccc(Cl)cc1)CC2=O)c1ccco1 (configuration not stated)	-14%	12%	-8%	-1.2%	-0.9%	-9%	1%	nt	5.4%
O=C(c1cnn(-c2ccc(Cl)cc2)c1)c1ccccc1O	-32%	12%	-10%	-0.2%	-0.8%	nt	-106%	i	0.8%
O=c1c2ccccc2n(CC(O)CN2CCOCC2)c2ccccc12 (configuration not stated)	-5%	13%	-37%	1.4%	-0.6%	3%	-14%	nt	10%
Cc1ccc(NC(=O)CN(C)C2CCCCC2)cc1Br	-28%	41%	-33%[20 µM]	0.8%	-1.5%	-10%	-4%	i	nt
O=C(NCCN1CCOCC1)c1ccc2c(c1)N(Cc1ccccc1)C(=O)c1ccccc1S2	-18%	-4%	-24%	0.7%	0.7%	1%	-22%	nt	-3.6%
CN(Cc1ccccc1)S(=O)(=O)c1csc(C(N)=O)c1	-7%	1%	-27%	1.4%	0.7%	-11%	22%	nt	7.8%
COc1ccc(NC(=O)CSc2ccc(-c3ccco3)nn2)cc1OC	-13%	13%	-8%	0.5%	-0.1%	3%	5%	nt	7.4%
CCOC(=O)C1CN(S(=O)(=O)c2ccc(C)cc2)CCN1S(=O)(=O)c1ccc(C)cc1 (configuration not stated)	-1%	0%	19%	-1.9%	-0.3%	-6%	10%	i	-0.4%
CN(C)c1ccc(/C=C(/NC(=O)c2ccccc2)C(=O)N2CCCC2)cc1	-9%	-2%	-6%	16%	-0.5%	-58%	-8%	nt	-2.7%
O=C(OCC(=O)N1CCOCC1)c1ccc2[nH]c3c(c2c1)CCCC3	-9%	-8%	-25%	2.2%	-0.3%	2%	-3%	i	5.6%
CN(C(=O)CSc1nnnn1-c1ccccc1)C1CCCCC1	-38%	-4%	-31%	1.5%	-0.6%	18%	-23%	i	-2.6%
COc1cccc(CNc2ccc(F)c([N+](=O)[O-])c2)c1O	-12%	-5%	2%	-2.4%	-0.3%	-5%	-11%	i	-4.2%
COc1ccc(C(=O)COc2ccccc2C#N)cc1	1%	7%	9%	-1.4%	-0.2%	-5%	-29%	i	-0.9%
CCCOc1ccc(/C=N/Nc2ccccc2[N+](=O)[O-])c(O)c1	56%	5%	nt	-3.0%	-0.8%	-3%	42%	i	-5.2%
Cc1ccc2nc(SCc3cn4cccnc4n3)[nH]c2c1	-26%	-3%	2%	0.8%	0.7%	-1%	3%	i	-3.2%
Cc1cccc(N(C)S(=O)(=O)c2cc3c(cc2C)n(C)c(=O)c(=O)n3C)c1	-35%	2%	-7%[20 µM]	-0.6%	-0.2%	-8%	3%	nt	-1.7%
COc1cc(/C=N/N=C(\N)c2nonc2N)cc(OC)c1OC	-30%	-8%	14%	-1.7%	0.0%	nt	2%	i	-7.8%
N#CC(c1nc2ccccc2nc1N1CCCC1)S(=O)(=O)c1cccs1 (configuration not stated)	7%	17%	-32%	2.1%	1.6%	-13%	-7%	i	-1.9%
O=C(N/N=C/C=C\c1ccccc1[N+](=O)[O-])c1ccco1	-10%	21%	14%	0.1%	-0.1%	-4%	15%	i	0.4%
Cc1nc2c(C(=O)NCCC3=CCCCC3)c[nH]n2c(=O)c1Cl	-23%	-4%	-15%	-2.1%	0.5%	5%	7%	i	4.4%
O=C(CN(Cc1cccs1)C(=O)CCC(=O)Nc1nccs1)NCc1ccccc1	-42%	2%	36%	-0.6%	-0.6%	-3%	12%	i	-4.0%
CCOC(=O)c1c(-c2cccs2)csc1NC(=O)CC(C)C	6%	4%	-17%	-3.0%	-0.5%	-1%	11%	i	1.8%
Cc1ccc(Cl)cc1NC(=O)CCn1cccc1	-24%	3%	12%	2.0%	0.2%	-1%	6%	i	-1.6%

(more compounds)
SMILES	NOD1 inhibition	AID2073	KOR beta-arrestin-1	HIV fusion peptide	West Nile antiviral	Dengue-2 NS5 capping	HEK293 NOD2/NF-kB	Yfh1-off respiration	KOR beta-arrestin-2	others
COc1cccc(CN2CCC(n3nccc3NC(=O)CCCc3ccccc3)CC2)c1O	-28%	4%	10%	-0.8%	-0.4%	-7%	11%	nt	0.7%
COc1ccc(C2C(C(C)=O)=C(O)C(=O)N2c2nccs2)c(OC)c1 (configuration not stated)	-14%	-2%	-4%[20 µM]	0.2%	0.3%	1%	-10%	i	-2.9%
Cn1c(=O)n(Cc2ccccc2Cl)c(=O)c2c1[nH]c(=S)n2C	-3%	-5%	-19%	0.8%	0.7%	-17%	-14%	nt	2.7%
COc1ccc(OCCC(=O)OCC(=O)Nc2cccc(Br)c2)cc1	-18%	-2%	11%	-0.8%	-0.7%	2%	6%	i	-5.1%
COc1ccc(NC(=O)c2ccco2)cc1NC(=O)c1ccc(C)cc1	42%	-3%	-13%	-3.1%	0.0%	-3%	-9%	i	3.5%
Cc1[nH]n(-c2ccccc2)c(=O)c1N=Nc1ccc(F)cc1	-4%	-4%	15%	-2.6%	0.0%	-7%	-7%	nt	-3.1%
O=C1CC(C(=O)NC2CCCCC2)C(c2ccccc2)O1 (configuration not stated)	13%	2%	-78%	-2.4%	0.0%	-3%	-2%	i	-7.0%
Cc1ccc(NC(=O)CSc2nnc(C)n2CC2CCCO2)cc1 (configuration not stated)	-28%	-2%	21%	0.6%	-0.6%	-6%	14%	i	-0.5%
O=C(CC(Sc1n[nH]c(-c2ccccc2)n1)c1ccccc1)NCc1ccccc1 (configuration not stated)	-24%	?	-3%	-1.0%	-0.2%	-5%	-23%	i	-1.9%
Cc1ccc(S(=O)(=O)NCC(=O)Nc2ccc3c(c2)OCCO3)cc1	-6%	-2%	-30%	-0.3%	0.5%	-10%	-22%	nt	1.7%
CC1CN(c2ccc([N+](=O)[O-])cc2F)CCN1C(=O)c1ccco1 (configuration not stated)	-7%	6%	-1%	2.0%	-1.4%	-8%	10%	nt	-2.4%
Cc1nn(CC(=O)NC(C)c2ccccc2)c(=O)c2ccccc12 (configuration not stated)	4%	16%	39%	0.8%	-0.6%	-5%	4%	i	0.8%
CCC(C)NC(=O)C1CCN(S(=O)(=O)c2ccc(Br)s2)CC1 (configuration not stated)	-21%	16%	25%	-0.3%	-0.5%	4%	5%	i	4.7%
Cc1ccc(C(=C2C3C=CC2C2C(=O)NC(=O)C32)c2ccc(C)cc2)cc1 (configuration not stated)	25%	2%	12%	-1.8%	0.6%	5%	8%	i	1.4%	Dengue-2 NS5 capping pilot replicate=-4.6
C=CCn1c(Cc2cccs2)nnc1SCC(=O)c1cccc(Br)c1	-19%	8%	6%	-0.1%	-0.7%	-7%	-2%	i	1.9%
Cc1ccc(-n2c(O)c(/C=N/NC(=O)C3COc4ccccc4O3)c3ccccc3c2=O)cc1 (configuration not stated)	28%	14%	-40%	33%	0.3%	-10%	19%	i	-1.7%
O=C(CN1CCC(Cc2ccccc2)CC1)N1CCc2ccccc2C1	-23%	-4%	4%	0.8%	-1.9%	-7%	-4%	i	2.5%
COc1ccc(Cn2c(=O)[nH]c3cc(C(=O)N4CCN(c5ccccc5)CC4)ccc3c2=O)cc1	-19%	8%	-12%	1.6%	-0.9%	0%	21%	nt	0.6%
CC(C)C(=O)Nc1nc(-c2ccc3c(c2)CCN3C(=O)C2CC2)cs1	4%	10%	-9%	-0.3%	-0.3%	-7%	-11%	nt	-2.3%

An excerpt from above in order of length of the SMILES, highest first:
SMILES	NOD1 inhibition	AID2073	KOR beta-arrestin-1	HIV fusion peptide	West Nile antiviral	Dengue-2 NS5 capping	HEK293 NOD2/NF-kB	Yfh1-off respiration	KOR beta-arrestin-2	others
COc1ccc(Cn2c(=O)[nH]c3cc(C(=O)N4CCN(c5ccccc5)CC4)ccc3c2=O)cc1	-19%	8%	-12%	1.6%	-0.9%	0%	21%	nt	0.6%
Cc1ccc(-n2c(O)c(/C=N/NC(=O)C3COc4ccccc4O3)c3ccccc3c2=O)cc1 (configuration not stated)	28%	14%	-40%	33%	0.3%	-10%	19%	i	-1.7%
Cc1ccc(C(=C2C3C=CC2C2C(=O)NC(=O)C32)c2ccc(C)cc2)cc1 (configuration not stated)	25%	2%	12%	-1.8%	0.6%	5%	8%	i	1.4%	Dengue-2 NS5 capping pilot replicate=-4.6
O=C(CC(Sc1n[nH]c(-c2ccccc2)n1)c1ccccc1)NCc1ccccc1 (configuration not stated)	-24%	?	-3%	-1.0%	-0.2%	-5%	-23%	i	-1.9%
COc1cccc(CN2CCC(n3nccc3NC(=O)CCCc3ccccc3)CC2)c1O	-28%	4%	10%	-0.8%	-0.4%	-7%	11%	nt	0.7%
CC(C)C(=O)Nc1nc(-c2ccc3c(c2)CCN3C(=O)C2CC2)cs1	4%	10%	-9%	-0.3%	-0.3%	-7%	-11%	nt	-2.3%
Cc1ccc(S(=O)(=O)NCC(=O)Nc2ccc3c(c2)OCCO3)cc1	-6%	-2%	-30%	-0.3%	0.5%	-10%	-22%	nt	1.7%
Cn1c(=O)n(Cc2ccccc2Cl)c(=O)c2c1[nH]c(=S)n2C	-3%	-5%	-19%	0.8%	0.7%	-17%	-14%	nt	2.7%
COc1ccc(NC(=O)c2ccco2)cc1NC(=O)c1ccc(C)cc1	42%	-3%	-13%	-3.1%	0.0%	-3%	-9%	i	3.5%
Cc1nn(CC(=O)NC(C)c2ccccc2)c(=O)c2ccccc12 (configuration not stated)	4%	16%	39%	0.8%	-0.6%	-5%	4%	i	0.8%
O=C(CN1CCC(Cc2ccccc2)CC1)N1CCc2ccccc2C1	-23%	-4%	4%	0.8%	-1.9%	-7%	-4%	i	2.5%
Cc1ccc(NC(=O)CSc2nnc(C)n2CC2CCCO2)cc1 (configuration not stated)	-28%	-2%	21%	0.6%	-0.6%	-6%	14%	i	-0.5%
O=C1CC(C(=O)NC2CCCCC2)C(c2ccccc2)O1 (configuration not stated)	13%	2%	-78%	-2.4%	0.0%	-3%	-2%	i	-7.0%

Compound activity deposited in PubChem by several laboratories.

Only part of the results is shown (hit frequency here may not be typical).
